MCF10A rerep = inducers of DNA re-replication in MCF 10A breast cells; hit rate 2.9% among 350,000; AID 624296; MCF 10A DNA re-replication, Hoechst nuclear intensity, 48 h; Potency, µM (series often up to 46.1 µM), inactives show at the highest dose activity, positive = re-replication, most hits filed as activators; note: potency is the fitted concentration of half-maximal effect; % of control where 0% means no effect; nearly all actives have a fitted effect of over 50% in size
IL1B secr inh = blocks inflammasome-driven IL-1 beta release; AID 743279; hit rate 4.7% among 360,000; activity change, % at 57.5 µM; THP-1 LPS/ATP IL-1B secretion, AlphaLISA, 16 h; hits give low values; in the data active = activity change below about -50%; inconclusive = mostly about -30% to -49%; note: % is set by controls: 0 for no effect and ±100 for the full control effect
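Secreted IL-1B measured by AlphaLISA bead assay after 16 h compound exposure of THP-1 cells; compounds (final up to 57.5 uM) added 1 h before LPS (250 ng/mL) and ATP (1.25 mM) stimulation; lower signal means less secretion.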
ATXN viability = viability counter-screen for ATXN expression inhibitors. hit rate 0.49% among 400,000. Potency, µM (titrated, usually from 56.7 µM), actives largely listed as cytotoxic. S2 cells (HEK-293 line with an ATXN2-luciferase reporter) viability, CellTiter-Fluor protease fluorescence, 24 h; note: potency is the fitted concentration of half-maximal effect; nearly all actives have a fitted effect of over 40% in size
Nrf2 activator = activates Nrf2 signaling; AREc32 ARE-luciferase reporter (MCF7-derived line), luminescence, 24 h; Potency, µM (top dose mostly 46.1 µM), for inactives: at the highest dose activation, usual class: activators; hit rate 0.31% among 410,000; AID 624171; note: potency is the fitted concentration of half-maximal effect; % of control where 0% means no effect; nearly all actives have a fitted effect of over 65% in size
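Luminescent ARE reporter assay in AREc32_Fluc cells: overnight plating at 37 deg C, 24 hr compound incubation, Steady-Glo added, 30 min RT before reading.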
A549 tox = counter-screen for Nrf2 inhibitors: cytotoxicity in A549 cells | hit rate 0.16% among 390,000 | A549 ARE-Fluc cells, CellTiter-Fluor viability, 18-24 h | Potency, µM (top dose mostly 46 µM), without a hit: top-dose activity change, negative = cytotoxicity, actives largely listed as inhibitors; note: potency is the fitted concentration of half-maximal effect; % is set by controls: 0 for no effect and ±100 for the full control effect
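A549 ARE-Fluc cells in 5% FBS OPTI-MEM, 5000 cells/well, rested 2 h then exposed to compounds in concentration-response for 18-24 h at 37 °C. Viability by CellTiter-Fluor fluorescence (Ex 405/Em 525) after 30 min; luciferase luminescence (BugLite, 15 min, RT) read afterwards.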
Nrf2 inh = Nrf2 pathway inhibition. hit rate 2.1% among 360,000. AID 504444. Potency, µM (top dose mostly 46 µM), for the others: at the top dose activity change, negative = inhibition, usual class: inhibitors. A549 ARE-Fluc reporter, luciferase luminescence, 18-24 h; note: potency is the fitted concentration of half-maximal effect; % is set by controls: 0 for no effect and ±100 for the full control effect; nearly all actives have a fitted effect of over 60% in size
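Nrf2 function is reported as luminescence of an ARE-controlled luciferase in A549 cells. Compounds were tested at several concentrations, and a CellTiter-Fluor read on the same wells flagged cytotoxicity.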
TGFb inhibitor = blocks TGF-b signaling. HepG2 CAGA-GFP TGF-b/SMAD3 reporter, GFP fluorescence, 18 h; TGF-beta stimulated, 500 pg/mL final. hit rate 1.2% among 410,000. Potency, µM (top dose mostly 46.1 µM), without a hit: at the highest dose activity, negative = inhibition, most hits filed as inhibitors. AID 588855; note: potency is the fitted concentration of half-maximal effect; % is set by controls: 0 for no effect and ±100 for the full control effect; nearly all actives have a fitted effect of over 65% in size
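TGF-beta reporter screen: HEPG2 CAGA-GFP, 1% FBS, 500 pg/mL TGF-beta final, 18 h; per-cell GFP summed per well; curves fitted and categorized by class.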
ATXN2 expr inh = ATXN2 expression inhibition; HEK-293 ATXN2-luciferase reporter, luminescence, 24 h; Potency, µM (highest dose often 57 µM), for inactives: top-dose activity change, negative = inhibition, usual class: inhibitors; hit rate 0.72% among 360,000; note: potency is the fitted concentration of half-maximal effect; % is set by controls: 0 for no effect and ±100 for the full control effect; nearly all actives have a fitted effect of over 55% in size
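ATXN2-luciferase reporter cells (luciferase flanked by upstream and downstream ATXN2 gene portions) were treated 24 h at 37 °C with compounds at up to 57 uM. SteadyGlo luminescence gave expression; GF-AFC fluorescence gave viability.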
HepG2 tox = kills HepG2 cells in TGF-b inhibitor counter-screen. HepG2 CAGA-GFP viability, ATP luminescence, 18 h. Potency, µM (doses to about 46.1 µM), without a hit: at the highest dose activity change, negative = cytotoxicity, actives largely listed as cytotoxic. hit rate 0.76% among 410,000; note: potency is the fitted concentration of half-maximal effect; some results filed as inactive show a strong effect at the top dose
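HepG2 CAGA-GFP cells (1000/well, DMEM with 1% FBS) received compound, then TGF-beta at 500 pg/mL final, and were incubated 18 hours at 37 degrees C. Viability was read by CellTiter-Glo luminescence. Media-only wells were set as complete cell-killing and DMSO as no toxicity.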
An asterisk follows results filed as active; i = inactive; ? = inconclusive; nt = not tested or not shown; [ ] = remark or other dose. Unless noted, calls come from the whole dose curve; as a rule, active = well fitted curve in the direction sought with a large enough effect; inconclusive = small, poorly fitted or top-dose-only effect, or another doubt; inactive = no such curve, though single readings can be large; an effect the other way counts as inactive or inconclusive.

1. Cc1ccsc1C(=O)OCC(=O)N1CCc2ccccc2C1
2. CCOc1ccc(Br)cc1S(=O)(=O)Nc1ncn[nH]1
3. Cc1cccc(-c2nc(Nc3ccc(N4CCOCC4)cc3)c3ccccc3n2)c1
4. Cc1ccc(S(=O)(=O)N(C)C)cc1NC(=O)C(C)OC(=O)/C=C/c1cccs1 (stereo not given)
5. CCNc1nc(=S)nc(NC(C)C)[nH]1
6. O=S(=O)(N/N=C\C=C\c1ccccc1)c1ccccc1
7. O=C(CCc1nnc(CCCCc2ccccc2)o1)NCCn1cccn1
8. Cc1cc(C)nc(NNS(=O)(=O)c2c(C)cc(C(C)(C)C)cc2C)n1
9. COc1ccc(/C=N/NC(=O)c2cccc(S(=O)(=O)N3CCCC3)c2)cc1O
10. COc1cc(OC)c(OC)cc1CN(C)C(c1ccccc1)c1nnnn1-c1ccccc1C (stereo not given)
assay / compound	1	2	3	4	5	6	7	8	9	10
ATXN2 expr inh	6.3%	5.9%	3.2%	0.3%	-2.3%	4.4%	nt	-6.2%	-7.6%	-8.8%
MCF10A rerep	15.3%	19.4%	20.6µM*	16.1%	-0.5%	-8.3%	-6.1%	0.4%	1.2%	3.5%
IL1B secr inh	-8.6	1.4	0.0	12.8	7.3	-3.5	-5.7	-9.1	7.8	-6.1
Nrf2 activator	0.1%	-0.5%	6.0%	2.6%	-0.1%	0.2%	-1.1%	-0.6%	0.2%	0.8%
HepG2 tox	13.0%	-0.3%	0.3%	20.2%	1.6%	-25.0%	40.8%	-1.8%	-2.3%	14.3%
Nrf2 inh	?	?	-5.0%	8.1%	-7.4%	-11.6%	-18.8%	15.3%	-17.1%	nt
TGFb inhibitor	-1.0%	11.5%	0.0%	3.9%	?	?	45.4%[activator]	0.0%	-2.2%	32.1%
ATXN viability	i	i	?	i	i	i	i	i	i	?
A549 tox	0.1%	0.9%	-1.9%	-1.0%	-0.7%	4.6%	-0.6%	7.1%	5.6%	-11.3%

11. CCOC(=O)C1=NN(C(C)=O)C2(CC(=O)N(c3ccc(C)c(C)c3)C2=O)C1 (stereo not given)
12. Cc1ccc(C)c(NC(=O)C(NCC(C)(C)N2CCOCC2)c2ccccc2)c1 (stereo not given)
13. CC(=O)Nc1ccc(SCC(=O)N2CCN(S(=O)(=O)c3ccccc3)CC2)cc1
14. O=C(NC1C2CC3CC(C2)CC1C3)c1ccc(Br)o1 (stereo not given)
15. CCCN(CC(=O)Nc1ccccc1C)C(=O)c1ccc(OCC(=O)N2CCOCC2)c(OCC)c1
16. CN(CCc1ccccn1)C(=O)CCC1CCCN(C(=O)c2n[nH]c3c2CCCC3)C1 (stereo not given)
17. COC(=O)[C@@H]1[C@@H](C)N(Cc2ccccc2)C(=O)N[C@H]1c1ccccc1
18. CCN1CCN(C(c2cccs2)C(C)NC(=O)c2ccccc2F)CC1 (stereo not given)
19. Cc1ccc(OCCN2CCN(c3nc(NCc4ccco4)c4ccccc4n3)CC2)cc1
20. Clc1cccc(-c2nc3nc4ccccc4nc3n2Cc2ccco2)c1
assay / compound	11	12	13	14	15	16	17	18	19	20
ATXN2 expr inh	-7.4%	-13.9%	1.9%	-8.4%	nt	3.1%	0.8%	2.9%	-4.6%	28.4%
MCF10A rerep	0.7%	?	1.3%	-0.6%	0.6%	-26.1%	1.5%	-1.6%	14.6µM*	?
IL1B secr inh	21.9	23.7	-25.0	15.3	-6.1	10.1	9.8	77.0	-60.4*	-17.2
Nrf2 activator	-0.7%	4.5%	-0.4%	4.8%	0.4%	0.4%	-2.0%	-0.5%	-0.9%	?
HepG2 tox	-4.1%	-44.7%	-10.3%	-7.7%	2.9%	0.6%	-0.2%	-6.9%	-112.8%	-14.6%
Nrf2 inh	-6.1%	17.0%	0.9%	8.7%	1.1%	0.5%	10.9%	16.2%	?	21.1%
TGFb inhibitor	-0.5%	0.0%	27.0%	-16.9%	17.8%	-1.8%	1.9%	0.9%	?	15.9%
ATXN viability	i	i	i	i	i	?	i	i	i	i
A549 tox	3.1%	2.1%	16.3%	3.0%	3.7%	-2.8%	0.6%	?	?	-0.1%

21. c1ccc(CCn2c3ccccc3c3nnc(SCc4ccc5nonc5c4)nc32)cc1
22. O=C(CCC(=O)Nc1ccccc1Cl)N/N=C1\CCCc2ccccc21
23. O=[N+]([O-])c1cccc(S(=O)(=O)N/N=C/c2ccc(O)cc2)c1
24. Cc1cccc(N(CC(=O)NC2CCCC2)C(=O)c2c(C)noc2C)c1
25. CSc1ccccc1-n1nnnc1SCc1ccccc1
26. CC(=O)c1cccc(NC(=O)COc2ccc(S(=O)(=O)N3CCCCC3)cc2)c1
27. CC(=O)c1cccc(-c2csc(N3CCC(C(N)=O)CC3)n2)c1
28. c1ccc(-c2cc3ncccc3cn2)cc1
29. NS(=O)(=O)c1ccc(CCNC(=O)C(=O)c2cn(CC(=O)N3CCCC3)c3ccccc23)cc1
30. COc1ccccc1CCC(=O)OCC(=O)N1c2ccccc2NC(=O)C1(C)C
assay / compound	21	22	23	24	25	26	27	28	29	30
ATXN2 expr inh	51.5%[activator]	-7.2%	nt	-12.3%	-3.2%	-13.2%	6.0%	19.2%	0.5%	nt
MCF10A rerep	?	1.2%	-7.2%	2.2%	10.1%	-1.2%	1.8%	-1.6%	0.1%	0.3%
IL1B secr inh	-3.8	8.0	0.0	-0.8	-19.6	3.0	nt	60.7	16.3	-29.7
Nrf2 activator	-0.4%	0.0%	0.4%	-0.1%	0.5%	-0.3%	-0.4%	?	-0.5%	-0.7%
HepG2 tox	-31.9%	2.6%	12.2%	20.3%	-7.2%	3.6%	-9.2%	-16.7%	1.2%	5.2%
Nrf2 inh	?	-2.0%	-1.3%	-11.7%	-0.4%	nt	?	17.5%	-3.4%	8.4%
TGFb inhibitor	-5.1%	5.3%	9.0%	-11.0%	-8.4%	-3.5%	2.0%	1.8%	0.0%	20.4%
ATXN viability	i	i	i	i	i	?	i	i	i	i
A549 tox	-16.9%[1.84 µM]	2.8%	-1.4%	1.0%	-2.8%	-2.9%	6.2%	0.8%	-1.6%	5.7%

A different layout for part of the listing above.
The line under a structure holds: ATXN2 expr inh, MCF10A rerep, IL1B secr inh, Nrf2 activator, HepG2 tox, Nrf2 inh, TGFb inhibitor, ATXN viability, A549 tox
28	c1ccc(-c2cc3ncccc3cn2)cc1
  19.2%, -1.6%, 60.7, ?, -16.7%, 17.5%, 1.8%, i, 0.8%
29	NS(=O)(=O)c1ccc(CCNC(=O)C(=O)c2cn(CC(=O)N3CCCC3)c3ccccc23)cc1
  0.5%, 0.1%, 16.3, -0.5%, 1.2%, -3.4%, 0.0%, i, -1.6%
30	COc1ccccc1CCC(=O)OCC(=O)N1c2ccccc2NC(=O)C1(C)C
  nt, 0.3%, -29.7, -0.7%, 5.2%, 8.4%, 20.4%, i, 5.7%

Next structures follow.
31. CCCCCOC(=O)C1C2C=CC3(CN(c4ccccc4C)C(=O)C13)O2 (stereo not given)
32. Cc1oc2c(c(C)cc3oc(=O)c(CC(=O)NCCCO)c(C)c32)c1C
33. Cc1cc(C)cc(OCC(O)CN2CCC(CN3C(=O)c4cccc5cccc(c45)C3=O)CC2)c1 (stereo not given)
34. Cc1cc(C(=O)Nc2c(C)nn(Cc3ccc(F)cc3)c2C)on1
35. Cc1cccc(NC(=O)c2cc3c([nH]c4ccccc43)c(C)n2)c1C
36. Cc1c(-c2ccccc2)c(-c2ccc(OCCN(C)C)cc2)n2ccccc12
37. CCCN(Cc1cccs1)C(=O)Nc1ccccc1C
38. COc1ccc(C2SCC(=O)N2Cc2ccccc2)cc1 (stereo not given)
39. Cc1cc(=O)[nH]c(N/N=C/C(C)c2ccccc2)n1 (stereo not given)
40. Cc1cc(S(=O)(=O)NC2CCCCC2)ccc1-n1cnnn1
assay / compound	31	32	33	34	35	36	37	38	39	40
ATXN2 expr inh	8.8%	nt	20µM*	4.5%	-3.6%	-19.8%	nt	nt	12.9%	3.0%
MCF10A rerep	-2.0%	2.6%	?	6.5%	10.3%	?	nt	10.6%	-6.3%	2.1%
IL1B secr inh	20.9	-16.4	-80.8*	-1.1	-1.1	-58.9*	nt	8.8	9.4	31.0
Nrf2 activator	0.3%	-0.3%	-1.5%	0.3%	0.0%	2.5%	0.0%	0.3%	2.0%	-0.7%
HepG2 tox	4.3%	3.8%	20µM*	2.0%	26.3%	-9.0%	3.4%	-58.9%	5.3%	0.7%
Nrf2 inh	0.9%	-5.7%	18.4µM*	6.4%	1.7%	17.1%	24.9%	-0.8%	-14.1%	11.6µM*
TGFb inhibitor	17.8%	-1.3%	?	2.4%	0.6%	4.5%	?	-1.6%	5.6%	5.3%
ATXN viability	i	i	nt	i	i	?	nt	i	i	i
A549 tox	-5.6%	-8.0%	?	-10.2%	0.1%	?	10.3%	-3.7%	-1.8%	-5.8%

41. CCOc1ccc(OCCn2ccnc2)cc1
42. O=C(COc1ccccc1Cl)Nc1ccc(N2CCN(C(=O)c3ccccc3)CC2)cc1
43. N#Cc1c(-c2ccccc2)cc(-c2ccccc2)nc1SCCC(=O)O
44. Cc1ccc(-n2nc(C)c3c2OC(N)=C(C#N)C3c2cccs2)cc1 (stereo not given)
45. Cc1cccc(C)c1NC(=O)CN(C)CC(=O)N1CC(=O)Nc2ccccc21
assay / compound	41	42	43	44	45
ATXN2 expr inh	-2.1%	17.8µM*	-7.0%	-22.4%	0.0%
MCF10A rerep	-0.1%	?	?	1.5%	0.8%
IL1B secr inh	5.2	-22.4	3.3	47.1	29.5
Nrf2 activator	0.3%	-2.0%	-0.2%	1.9%	2.7%
HepG2 tox	-10.9%	-28.3%	-18.6%	-3.3%	3.1%
Nrf2 inh	1.5%	?	?	8.7%	-17.6%
TGFb inhibitor	2.3%	?	-3.2%	0.9%	?
ATXN viability	i	?	i	i	i
A549 tox	8.1%	-15.9%	-16.2%	-0.4%	-7.8%

Bioassay records: PubChem BioAssay, National Center for Advancing Translational Sciences (NCATS)
